CCHF vOTU inh: blocks the CCHF virus ovarian tumor domain protease; inhibition, % at 11.5 µM; hit rate 0.55% among 370,000; AID 651958; CCHFV vOTU protease, Pep-AMC fluorescence; further: 0% = vehicle wells with enzyme and 100% = no enzyme wells
PrPC surface inh: inhibitors of human cell surface prion protein PrPC; P04156; TR-FRET read-out; inhibition, % at 13.8 µM; hit rate 0.43% among 370,000; AID 720596; in the data active means inhibition above about 24%; further: 0% = median of the test wells and 100% = reference compound wells
Mtb UGM inh: blocks M. tuberculosis UGM enzyme | P9WIQ1 | purified UGM, fluorescence polarization probe displacement | inhibition, % at 10 µM | hit rate 0.06% among 320,000 | AID 504406; in the data active means inhibition above about 10%, passing the limit was not always enough; inconclusive means no clear call, values can overlap the other calls
Target sequence (P9WIQ1 whole entry, looked up): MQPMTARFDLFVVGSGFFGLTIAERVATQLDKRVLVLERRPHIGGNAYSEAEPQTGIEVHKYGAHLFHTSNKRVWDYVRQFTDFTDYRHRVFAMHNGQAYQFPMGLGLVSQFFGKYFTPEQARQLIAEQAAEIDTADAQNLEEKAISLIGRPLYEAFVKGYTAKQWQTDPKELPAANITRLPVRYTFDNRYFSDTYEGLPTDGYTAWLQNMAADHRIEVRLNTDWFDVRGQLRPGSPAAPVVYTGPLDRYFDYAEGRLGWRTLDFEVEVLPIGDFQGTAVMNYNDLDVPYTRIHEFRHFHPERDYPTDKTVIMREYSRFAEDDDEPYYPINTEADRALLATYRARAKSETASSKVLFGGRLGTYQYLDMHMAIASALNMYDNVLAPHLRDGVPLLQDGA
FadD28 binding: inhibitors of Mycobacterium tuberculosis FadD28 bisubstrate binding | FadD28 bisubstrate probe binding, fluorescence polarization | inhibition, % at 12.5 µM | hit rate 0.22% among 360,000 | AID 588549; in the data active means inhibition above about 8.5%, passing the limit was not always enough; inconclusive means no clear call, values can overlap the other calls
GDH-TPI inh: GDH-TPI coupled enzyme inhibition counter-screen; GDH-TPI coupled enzyme counterscreen, NADH absorbance; hit rate 1.2% among 360,000; inhibition, % at 4.8 µM; AID 588335;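 further: 0% = DMSO wells and 100% = wells lacking the enzyme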
BoNT-A LC inh2: BoNT A light chain protease inhibition | multiplex microsphere protease substrate cleavage, flow cytometry | inhibition, % at 10 µM | hit rate 0.17% among 360,000; in the data active means inhibition above about 30%; inconclusive means no clear call, values can overlap the other calls; further: plate controls were buffer without enzyme for full effect and enzyme alone for no effect
BioA inh: BioA (M. tuberculosis) enzyme inhibition | purified M. tuberculosis BioA enzyme, plate reader | inhibition, % at 9.99 µM | hit rate 0.096% among 360,000 | AID 602481; in the data active means inhibition above about 40%; inconclusive means no clear call, values can overlap the other calls
BoNT F protease: BoNT F light chain protease inhibition; AID 588497; Multiplex microsphere protease cleavage assay, flow cytometry; hit rate 0.22% among 360,000; inhibition, % at 10 µM; in the data active means inhibition above about 35%, passing the limit was not always enough; inconclusive means no clear call, values can overlap the other calls; further: plate controls were buffer without enzyme for full effect and enzyme alone for no effect
FBA Mtb inh: inhibitors of M. tuberculosis fructose-bisphosphate aldolase | purified M. tuberculosis FBA, fluorescence read-out | inhibition, % at 1 µM | P9WQA3 | hit rate 2.3% among 360,000; in the data active means inhibition above about 27%;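 further: 0% = vehicle and 100% = reference inhibitor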
Target sequence (P9WQA3 whole entry, looked up): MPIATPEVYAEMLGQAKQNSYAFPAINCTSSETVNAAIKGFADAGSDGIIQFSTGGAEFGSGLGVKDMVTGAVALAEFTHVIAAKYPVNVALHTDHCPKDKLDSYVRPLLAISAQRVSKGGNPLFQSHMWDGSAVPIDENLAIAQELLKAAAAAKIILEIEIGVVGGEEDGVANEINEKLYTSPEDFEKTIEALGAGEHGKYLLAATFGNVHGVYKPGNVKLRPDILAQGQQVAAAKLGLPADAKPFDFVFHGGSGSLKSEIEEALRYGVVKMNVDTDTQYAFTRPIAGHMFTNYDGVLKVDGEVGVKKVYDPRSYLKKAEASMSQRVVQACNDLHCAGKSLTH
Starred values were filed as active, the others as inactive; ? = inconclusive; . = no result given; + = active, no number; & = joins results of further samples. Unless noted, no stated cut-off is given here; in the data, active means inhibition above about 30%; inactive means the rest.

SMILES	CCHF vOTU inh	PrPC surface inh	Mtb UGM inh	FadD28 binding	GDH-TPI inh	BoNT-A LC inh2	BioA inh	BoNT F protease	FBA Mtb inh
Cc1noc(COc2ccccc2OCC(N)=O)c1Cl	3	-1	0.6	-2.8	-10	-0.9	1.4	2	0
CC(C)(CCl)C(=O)Nc1ccc(C(F)(F)F)cc1	-14	5	1.4	-2.7	3	-0.1	0.8	-1	2
Cc1cccc(NC(=S)N2CCCCC2)c1	9	4	-2.4	0.4	-1	-0.8	.	-4	-1
CCNC(=O)c1ccc(OCC(=O)Nc2ccc(F)cc2)c(OC)c1	11	6	.	-1.3	1	-0.4	.	-2	0
COCCNC(=S)N(Cc1cccnc1)Cc1ccc(OC)c(OC)c1	-2	0	0.6	-2.3	5	-0.2	0.0	-1	4
Cc1cc(F)ccc1C(O)c1ncc(-c2cccc(OCc3ccccc3)c2)[nH]1 (configuration not stated)	12	-1	.	-5.3	-8	-0.1	-0.4	-4	-2
COCCCNC(=O)c1ccc(Cn2c(=O)[nH]c3ccccc3c2=O)cc1	3	-1	3.7	-1.7	-5	-0.1	1.0	-2	1
Nc1ncc(Br)cc1S(=O)(=O)NC1CCCCC1	28	-9	-1.1	-1.2	12	0.4	0.9	4	5
CCN(CC)S(=O)(=O)N1CCC(C(=O)NCCC2=CCCCC2)CC1	6	-3	0.6	-2.6	-3	-0.4	-0.9	0	-3
CC(=O)c1ccc(OCc2cc(C(=O)N(C)C(C)c3ccon3)no2)cc1 (configuration not stated)	9	2	1.5	-2.5	-4	2.2	3.2	2	0
CN1C(=O)N(CC(=O)N2CCN(S(=O)(=O)/C=C/c3ccccc3)CC2)C(=O)C12CCCCC2	4	-4	-1.5	.	4	2.6	0.9	1	0
Cn1c(=O)c2c(nc(CN3CCc4ccccc4C3)n2CC(=O)c2ccccc2)n(C)c1=O	4	2	1.9	-2.8	2	1.4	0.2	1	1

Just GDH-TPI inh and Mtb UGM inh (5 entries from above):
molecule,GDH-TPI inh,Mtb UGM inh
CCNC(=O)c1ccc(OCC(=O)Nc2ccc(F)cc2)c(OC)c1,1,.
COCCNC(=S)N(Cc1cccnc1)Cc1ccc(OC)c(OC)c1,5,0.6
Cc1cc(F)ccc1C(O)c1ncc(-c2cccc(OCc3ccccc3)c2)[nH]1 (configuration not stated),-8,.
COCCCNC(=O)c1ccc(Cn2c(=O)[nH]c3ccccc3c2=O)cc1,-5,3.7
Nc1ncc(Br)cc1S(=O)(=O)NC1CCCCC1,12,-1.1

(further entries)
SMILES	CCHF vOTU inh	PrPC surface inh	Mtb UGM inh	FadD28 binding	GDH-TPI inh	BoNT-A LC inh2	BioA inh	BoNT F protease	FBA Mtb inh
COc1cccc(/C=C2\C(=O)C(=O)c3ccccc32)c1	4	-7	0.6	1.8	-8	1.6	-0.1	-2	-4
COCCNC(=O)C1(C)CCCN(C(=O)c2cccc3ccccc23)C1 (configuration not stated)	4	-2	.	-1.2	5	-0.2	-0.9	-4	-2
CC(=O)Nc1ccc(S(=O)(=O)N2CCCC2C(=O)Nc2ccc3c(c2)OCCO3)cc1 (configuration not stated)	-2	9	4.5	-3.8	-6	-0.2	-0.3	8	-3
O=C1CCCCC1C(O)(C(=O)c1ccccc1)c1ccccc1 (configuration not stated)	7	7	.	-0.6	4	-0.4	0.6	4	-2
O=C(O)CC1S/C(=N/N=C/c2ccc([N+](=O)[O-])cc2)N(c2ccc(O)cc2)C1=O (configuration not stated)	16	-71	-0.8	-1.6	19	-1.3	.	-3	-4
COc1ccc(CC2(CO)CCN(C(C)COc3ccccc3)CC2)cc1 (configuration not stated)	14	0	-0.7	0.2	-4	-0.1	.	-2	3
CCCC(NC(=O)C(C)NC(=O)CO/N=C1\C=C2CCC3C4CCC(C(C)=O)[C@@]4(C)CCC3[C@@]2(C)CC1)C(=O)O (some centres not stated)	17	-2	3.5	-1.0	-3	-0.2	10	18	-1
O=C(/C=C/c1ccc(S(=O)(=O)N2CCOCC2)cc1)OCC(=O)c1ccc([N+](=O)[O-])cc1	-10	2	0.3	1.0	3	-1.0	-0.9	0	0
CCCN1C(=O)c2cccc3c(N4CCCCC4)ccc(c23)C1=O	-6	-11	4.2	-1.2	0	32*	.	11	1
Cc1ccn2c(=O)nc(SCC(=O)NCc3ccc4c(c3)OCO4)nc2c1	-5	3	0.4	0.5	19	1.1	.	2	4
Cc1ccc(F)cc1NC(=O)CSCc1nc2sc(C)c(C)c2c(=O)[nH]1	-4	-3	0.8	-2.5	0	-1.6	.	-6	-2
Cc1ccc(CN2CCN(Cc3ccc(OC(C)C)cc3)CC2CCO)o1 (configuration not stated)	-6	0	-0.1	-3.8	2	-1.7	0.1	-7	1
COc1cc2cc(C(=O)O)n(C)c2c(OC)c1OC	-10	-2	4.7	-0.2	10	-2.0	0.2	-12	59*
O=C(CC[C@H]1O[C@@H](n2ccc(=O)[nH]c2=O)[C@H](O)[C@@H]1O)NCc1ccco1	-6	4	.	0.5	.	-1.2	0.4	-4	6
O=C(CN1CCN(c2ccccn2)CC1)Nc1ccc(Br)cc1	-11	13	1.4	-3.6	9	-1.9	8.2	-2	2
CC1(c2ccccc2)NC(=O)N(CC(=O)NCC2CCCO2)C1=O (configuration not stated)	-10	-5	1.6	-2.5	0	-0.3	0.4	-5	1
O=C(CC1(CC2=NS(=O)(=O)c3ccccc3N2)CCCC1)NCCc1ccccc1	3	-4	0.2	-6.5	0	0.1	-3.9	-12	0
CCOC(=O)c1nc2ccccc2c(=O)n1-c1ccc(C)cc1	8	-9	-0.7	-2.8	4	0.7	-0.7	-18	1
CCCc1ncc(C(O)c2ccc(OC)cc2)n1C (configuration not stated)	-6	0	1.0	-1.6	-1	0.1	0.5	5	-1
COc1ccccc1-n1c(SCC(=O)Nc2ccc(Br)cc2)nc(O)cc1=O	8	5	0.2	-4.8	-15	?	0.0	?	1
CC(C)(C)NC(=O)c1nn(Cc2ccccc2)c(=O)c2ccccc12	5	4	-0.9	-4.1	0	-1.0	.	-12	5
CCNC(=O)Nc1ccc2c(c1)c(=O)n(C)n2CC=C(C)C	-171	-9	.	-0.4	4	0.1	1.0	-1	173*
CCN(CC(=O)Nc1ccc(OC)cc1)C(=O)c1ccccc1Sc1ccccc1C#N	4	2	-0.8	-1.3	-14	-3.0	3.2	-10	0
O=C(NCc1ccccc1F)C1CCN(C(=O)Nc2ccc(F)cc2)CC1	13	4	2.3	.	-16	-2.2	.	-9	-2
O=c1[nH]nc(SCc2ccccc2)n1C1CC2C=CC1C2 (configuration not stated)	-7	1	0.6	-0.3	-3	-0.3	.	-6	1
CCOc1ccc(NC(=O)CN(C)C(=O)c2ccc(OCC3CCCO3)cc2)cc1OCC (configuration not stated)	0	-1	1.2	-3.2	3	1.7	0.4	8	-1
O=C(NC(=S)N1CCOCC1)c1ccc(F)cc1	-2	2	-2.4	-1.0	10	0.2	-2.6	6	3
CC(=O)c1cc(NC(=O)c2ccc([N+](=O)[O-])cc2)c(=O)oc1C	-13	-13	-1.0	-2.1	-4	1.3	.	10	2
CC(C)(C)C(=O)C1=C(O)C(=O)N(Cc2ccccc2)C1c1ccccc1Cl (configuration not stated)	-6	4	2.7	-3.3	4	0.2	-1.3	-12	-2
CC1CC(C)CN(CCCSc2ccccc2)C1 (configuration not stated)	4	2	0.8	0.6	6	0.1	.	4	-1
O=C(Cc1ccccc1)NC(=S)Nc1ccc2oc(-c3ccccc3F)nc2c1	4	3	0.5	-0.8	11	0.0	-3.7	17	8
O=C(COC(=O)c1cc(S(=O)(=O)N2CCOCC2)ccc1Cl)Nc1ccc2c(c1)OCO2	8	1	0.8	-4.4	-4	0.6	-0.8	2	-1
Cc1ccc(Nc2nc(NCc3ccco3)c3ccccc3n2)cc1	21	35*	0.1	-3.4	-2	-0.7	1.7	-5	2
CCOC(=O)c1c(NC(=O)c2cccc([N+](=O)[O-])c2C(=O)O)sc2c1CCCC2	14	1	5.0	0.0	1	-3.2	5.7	-12	-1
C[C@@H]1CCCCO[C@@H](CN(C)CC2CCCCC2)[C@@H](C)CN([C@H](C)CO)C(=O)c2cc(NS(=O)(=O)c3ccc(Cl)cc3)ccc2O1	21	-6	.	-0.2	10	-0.1	-0.7&2.4	1	2
Cc1nnc2sc(SCC(=O)Nc3nccs3)nn2c1=O	5	-1	0.2	-4.3	15	0.9	4.3	3	-2
CCCc1cc(=O)n2[nH]c(C)nc2n1	-1	-4	1.2	-0.2	1	-2.1	-13	-3	3
Cc1ccccc1Cn1cnc2c(oc3ccccc32)c1=O	6	4	0.1	-3.8	-1	0.3	-0.5	-2	2
Cc1ccccc1OCC(=O)OCC(=O)Nc1cc(S(C)(=O)=O)ccc1Cl	2	-4	-0.2	1.4	1	-1.4	-0.8	-5	3
Cc1ccc(OCc2nnc(SCC(=O)Nc3cc(C)on3)n2C)cc1	-20	10	-0.3	-0.5	-2	1.5	.	2	5
Cc1ccc(S(=O)(=O)NC(C(=O)Oc2cc3oc(=O)cc(C)c3cc2Cl)C(C)C)cc1 (configuration not stated)	-338	11	1.6	-0.3	9	-0.6	35	-4	+
O=C1CCC(C(=O)N2CCN(c3ccccc3)CC2)CN1Cc1ccc(Cl)cc1 (configuration not stated)	-2	4	.	-2.2	6	0.1	.	-6	-2
CC(C)(C)CC(=O)NC(=S)NCc1ccco1	1	6	-1.3	-3.4	8	-0.6	.	-6	1
CCCc1cc(=O)oc2c(CN3CCN(C)CC3)c(O)ccc12	-385	-4	-1.4	-3.9	13	-0.3	11	-7	.
Cn1c(SCC(=O)Nc2ccc3c(c2)OCCO3)nnc1C1CC1	-6	6	0.2	0.8	-4	-0.2	-1.0	-2	1
CC12CCC(O)CC1=CCC1C2CCC2(C)C3=NN=CC3CC12 (configuration not stated)	6	-4	.	-0.9	3	-0.3	0.2	-24	1
Cc1onc(-c2ccccc2)c1C(=O)NCCc1ccc(S(N)(=O)=O)cc1	0	1	-0.5	0.4	5	-0.4	-1.5	8	2
Cc1ccc(NC(=O)C(=O)c2cn(CC(=O)N3CCCCC3)c3ccccc23)cc1	6	2	-0.3	-8.8	26	0.0	-2.0	-2	-2

Individual results from the entries so far.
`Cc1ccc(OCc2nnc(SCC(=O)Nc3cc(C)on3)n2C)cc1` in CCHF vOTU inh is entered as -20
`CCCc1cc(=O)n2[nH]c(C)nc2n1` in GDH-TPI inh is entered as 1

(further entries)
SMILES	CCHF vOTU inh	PrPC surface inh	Mtb UGM inh	FadD28 binding	GDH-TPI inh	BoNT-A LC inh2	BioA inh	BoNT F protease	FBA Mtb inh
Cc1cccc(CS(=O)(=O)Cc2ccc(C(=O)NCc3cccnc3)o2)c1	-10	0	1.8	0.9	-1	0.2	1.8	-5	1
COC[C@H]1CCCN1c1ccc2c(c1)O[C@H](COCc1ccccc1)CN([C@@H](C)c1ccccc1)S2(=O)=O	14	4	.	.	.	-0.3	.	9	.
O=C(NCCSc1ncc(-c2ccc(F)cc2)[nH]1)c1ccco1	-4	0	1.0	-2.5	0	1.4	.	3	0
O=C(CSc1nc2ccccc2n1-c1ccccc1)NCC1CCCO1 (configuration not stated)	2	-1	-0.4	-2.3	4	1.6	0.4	-13	3
CCN1CCN(C(=O)COc2ccc(S(=O)(=O)Nc3ccc(Cl)cc3)cc2)CC1	-9	6	2.1	-1.4	6	-0.2	-0.3	-7	1
NS(=O)(=O)c1ccc(NC(=S)Nc2cc(Cl)c(Cl)cc2Cl)cc1	10	3	-2.5	0.1	9	0.9	.	-5	2
CC(C)=CC(=O)OCC(=O)NC1CCCc2ccccc21 (configuration not stated)	-14	1	-3.2	0.2	1	0.2	0.4	-1	1
O=c1ccc(-c2nc3cc(Cl)ccc3n2Cc2ccccc2)c[nH]1	-6	1	-0.2	-4.1	-2	0.0	.	4	8
CN(C1CCS(=O)(=O)C1)S(=O)(=O)c1cccs1 (configuration not stated)	-4	2	1.8	-1.4	6	-0.3	0.1	-2	-1
CCOC(=O)Nc1ccc2c(c1)OCO2	10	5	3.0	0.6	3	0.6	-0.6	9	3
CCN(CC)C(=O)Oc1cc(=O)n2c3c(cccc13)CCC2	7	1	.	-3.7	0	0.9	0.7	6	2

Assay outcomes from PubChem BioAssay.
